Compound activity from PubChem BioAssay.
FBPA Giardia inh – Giardia lamblia aldolase inhibition. A8B2U2. purified Giardia FBPA. Potency, µM (series often up to 59.6 µM), for inactives: top-dose activity, negative = inhibition, hits mostly inhibitors. actives 0.71% (n = 290,000). AID 2451; also: potency is read from the fitted curve at half-maximal effect; % is scaled to controls: 0 for no effect and ±100 for the full control effect; nearly all actives have a fitted effect of over 55% in size
Target sequence (A8B2U2 whole entry, looked up): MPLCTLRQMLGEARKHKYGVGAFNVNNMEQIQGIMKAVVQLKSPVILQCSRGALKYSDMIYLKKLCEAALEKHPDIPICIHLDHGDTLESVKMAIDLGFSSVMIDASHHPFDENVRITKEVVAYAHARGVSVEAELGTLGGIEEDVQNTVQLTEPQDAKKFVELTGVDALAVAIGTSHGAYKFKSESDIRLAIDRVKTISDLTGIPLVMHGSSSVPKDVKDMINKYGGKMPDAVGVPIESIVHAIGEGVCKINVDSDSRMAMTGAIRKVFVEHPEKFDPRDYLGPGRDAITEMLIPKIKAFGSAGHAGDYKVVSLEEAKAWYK
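Giardia FBPA (40 nM reagent) was preincubated 10 min at RT with compound (up to 57.5 uM final), then substrate plus GAPDH/TPI/NAD/arsenate coupling system with diaphorase/resazurin was added; resorufin fluorescence (525/598 nm) was read after 20 min.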
Shiga toxin inh – inhibitors of Shiga toxin in Vero cells | AID 2315 | Vero cells, Shiga toxin protein synthesis inhibition reporter | actives 9.2% (n = 290,000) | inhibition, % at 38.7 µM; in the data active = inhibition mostly above about 28%, no sharp cut-off; inactive = mostly below about 43%; also: 0% is about no effect
CHX counter – counter-screen for Shiga toxin inhibitors: cycloheximide protein synthesis inhibition | max response, % | actives 12% (n = 300,000) | AID 2314 | cell reporter, cycloheximide protein synthesis inhibition counterscreen; in the data active = max response mostly above about 13%, no sharp cut-off; inactive = mostly below about 14%; also: read at 38.3 µM for the half of the compounds with a filed dose; 0% is about no effect
Pf growth 48h – P. falciparum growth inhibition at 48 hours (one generation); actives 5.9% (n = 310,000); Potency, µM (titrated, usually from 28.7 µM), for inactives: at the top dose activity change, negative = inhibition, actives largely listed as inhibitors; P. falciparum luciferase growth in erythrocytes, 48 h; also: potency is read from the fitted curve at half-maximal effect; % is scaled to controls: 0 for no effect and ±100 for the full control effect
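A one-generation exposure of luciferase-tagged malaria parasites in RPMI 1640/Albumax erythrocyte culture, 37 C and 5% CO2. Inhibition is inferred from decreased luminescence after adding detection reagent.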
Pf growth 96h – P. falciparum growth inhibition at 96 hour, primary screen for plastid delayed-death inhibitors. P. falciparum luciferase reporter growth, 96 h. Potency, µM (highest dose often 28.7 µM), for inactives: top-dose activity change, negative = inhibition, actives largely listed as inhibitors. actives 6.9% (n = 320,000); also: potency is read from the fitted curve at half-maximal effect; % is scaled to controls: 0 for no effect and ±100 for the full control effect
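Two parasite generations (96 h, 37 C, 5% CO2) of compound exposure in infected erythrocytes (0.05% parasitemia, 2% hematocrit). Luciferase-reporter P. falciparum; decreased luminescence indicates inhibited growth, aimed at apicoplast-acting delayed death.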
Sm TGR block – inhibitors of Schistosoma mansoni thioredoxin glutathione reductase; actives 3% (n = 360,000); Q962Y6; purified TGR, DTNB reduction, TNB absorbance 405 nm; AID 485364; Potency, µM (doses to about 114 µM), without a hit: top-dose activity change, negative = inhibition, most hits filed as inhibitors; also: potency is read from the fitted curve at half-maximal effect; % is scaled to controls: 0 for no effect and ±100 for the full control effect; nearly all actives have a fitted effect of over 60% in size
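First, TGR (20 nM dispensed) and NADPH were mixed with compound. Second, a 15 min room-temperature incubation followed. Third, further NADPH and then DTNB were added to start the reaction. Finally, TNB absorbance was monitored kinetically.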
Starred values were filed as active, the others as inactive; i = inactive; u = inconclusive; x = no result given; & = joins results of further samples; [ ] = dose if it differs, or a comment. Unless noted, calls follow the shape of the dose curve; as a rule, active = well fitted curve in the direction sought with a large enough effect; inconclusive = small, poorly fitted or top-dose-only effect, or another doubt; inactive = no such curve, though single readings can be large; an effect the other way counts as inactive or inconclusive.

[1] O=C(c1ccc2c(c1)OCO2)N1CCC(Cc2ccccc2)CC1
[2] Cc1ccc(C2=NN(CC(=O)NCc3cccnc3)C(=O)CC2)cc1
[3] CCCCn1c(=NC(=O)c2cccnc2)c(C#N)cc2c(=O)n3cccc(C)c3nc21
[4] COc1cc(OC)cc(C(=O)NCC(=O)NC(C)CCc2ccccc2)c1 (stereo unspecified)
[5] CCCn1c(C)nc2cc(Cl)c(N3CCN(c4nc(-c5ccc(C)cc5)cs4)CC3)cc21
[6] COC(=O)C1=C(c2ccc3ccccc3c2)C[C@@H]2CC[C@H]1N2C(=O)NCc1ccc(F)cc1
[7] Cc1ccc(S(=O)(=O)N/N=C\c2ccc3c(c2)OCO3)cc1
[8] CN(C)/C=N/C(=S)Nc1cc(Cl)cc(Cl)c1
Assay by compound	1	2	3	4	5	6	7	8
FBPA Giardia inh	5%	3%	2%	12%	-5%	x	-6%	14%
Shiga toxin inh	12	-3	-9	-7	3	x	41	-6
CHX counter	-2	-1	-1	1	-2	x	16*	4
Pf growth 48h	0%	15%	x	0%	8.3µM*	8.3µM*	-2%	6%
Pf growth 96h	-12%	0%	u	-13%	5.2µM*	u	8%	u
Sm TGR block	8%	-10%	-19%	8%	-28%	-9%	2%	x

Five compounds out of the list, ordered by SMILES length, largest number first.
[3] CCCCn1c(=NC(=O)c2cccnc2)c(C#N)cc2c(=O)n3cccc(C)c3nc21
[2] Cc1ccc(C2=NN(CC(=O)NCc3cccnc3)C(=O)CC2)cc1
[7] Cc1ccc(S(=O)(=O)N/N=C\c2ccc3c(c2)OCO3)cc1
[1] O=C(c1ccc2c(c1)OCO2)N1CCC(Cc2ccccc2)CC1
[8] CN(C)/C=N/C(=S)Nc1cc(Cl)cc(Cl)c1
Assay by compound	3	2	7	1	8
FBPA Giardia inh	2%	3%	-6%	5%	14%
Shiga toxin inh	-9	-3	41	12	-6
CHX counter	-1	-1	16*	-2	4
Pf growth 48h	x	15%	-2%	0%	6%
Pf growth 96h	u	0%	8%	-12%	u
Sm TGR block	-19%	-10%	2%	8%	x

(further entries)
[9] O=C(c1cccnc1)N1CCN(c2ccccc2Cl)CC1
[10] Cc1[nH]c(C)c(S(=O)(=O)N2CCCCC2)c1C(=O)N1CCCCC1
[11] O=C(c1ccc(S(=O)(=O)N2CCCC2)cc1)N1CCN(S(=O)(=O)c2cccc(F)c2)CC1
[12] O=C(CCn1c(=S)oc2ccccc21)N1CCCCC1
[13] COCCCNC(=O)c1cc2c(=O)n3cccc(C)c3nc2n(C(C)C)c1=N
[14] CC1CCCC(NC(=O)C2CCC(CNc3c(N4CCCCC4)c(=O)c3=O)CC2)C1C (stereo unspecified)
[15] COc1ccnc(Oc2ccc(Cl)cc2)c1C#N
[16] Cc1cccc(N(C(=O)CNC(=O)c2cccs2)C(C(=O)NC2CCCC2)c2cccnc2)c1 (stereo unspecified)
Assay by compound	9	10	11	12	13	14	15	16
FBPA Giardia inh	7%	7%	6%	1%	0%	6%	1%	-4%
Shiga toxin inh	-4	2	-3	24	-17	-14	51	10
CHX counter	1	13	-2	26*	-3	1	16	-1
Pf growth 48h	5%	10%	2%	u	-5%	u	i	7%
Pf growth 96h	u	-6%	u	u	5%	u	71%[activator]	-14%
Sm TGR block	6%	12%	13%	-11%	43%[activator]	2%	1%	-28%

[17] COC(=O)Nc1ccc(S(=O)(=O)Nc2cnc3ccccc3n2)cc1
[18] CCOc1ccc(NC(=O)CSc2nnnn2C2CC2)cc1S(=O)(=O)N1CCCC1
[19] COc1ccc(NC(=O)c2ccco2)cc1NC(=O)c1ccccc1[N+](=O)[O-]
[20] COC(=O)c1ccccc1Nc1ccccc1
[21] Cc1noc(C)c1CS(=O)(=O)Cc1ccc(Cl)cc1
[22] COc1ccc(C2C(C(N)=O)=C(C)Nc3nc(-c4cccc(Cl)c4)nn32)cc1OC (stereo unspecified)
[23] CCc1ccc(OCc2nnc(SCC(=O)N3CCOCC3)o2)cc1
[24] COc1ccc([N+](=O)[O-])cc1N(CC(=O)Nc1ccccc1C(=O)N1CCOCC1)S(C)(=O)=O
Assay by compound	17	18	19	20	21	22	23	24
FBPA Giardia inh	7%	x	x	-1%	6%	-5%	0%	x
Shiga toxin inh	23	x	-2	24	-18	-30	19	-2
CHX counter	3	x	-5	-5	-3	-6	8	-2
Pf growth 48h	46%[activator]	u	24%	19%	-29%	-20%	9%	17%
Pf growth 96h	12%	15µM*	17%	32%[activator]	3%	34%[activator]	22%	21%
Sm TGR block	6%	-11%	-36%&0%	1%	u	6%	26%	0%

[25] COc1ccc(OCC(=O)Nc2ccc(S(=O)(=O)Nc3nc(C)cc(C)n3)cc2)cc1
[26] COc1ccc([C@H]2CC(=O)C=C(c3ccc(C(F)(F)F)c(C(F)(F)F)c3)C2)cc1OC
[27] Clc1ccc2nc3ccccn3c2c1
[28] CS(=O)(=O)Nc1nnc(SCC(=O)Nc2cccc([N+](=O)[O-])c2)s1
[29] CCOC(=O)c1cnc2c([N+](=O)[O-])cnn2c1C
[30] Cc1noc(C)c1C(=O)NCc1ccco1
[31] O=C(Nc1ccccc1N1CCOCC1)C1CCN(S(=O)(=O)c2ccc(Cl)cc2)CC1
[32] CC(=O)Nc1ccc(S(=O)(=O)NCC2CCC(C(=O)NCCc3ccccc3)CC2)cc1 (stereo unspecified)
Assay by compound	25	26	27	28	29	30	31	32
FBPA Giardia inh	7%	x	0%	16%	0%	4%	2%	x
Shiga toxin inh	-3	x	73	-5	-3	-4	2	3
CHX counter	-2	x	14	-7	7	-3	-2	-1
Pf growth 48h	0%	-7%	12%	-6%	12%[5.75 µM]	10%	59%[activator]	-3%
Pf growth 96h	-11%	u	-7%	u	-29%	x	u	18%
Sm TGR block	x	17%	-34%	5%	-13%	-17%	-21%	5%&17%

[33] CCOC(=O)C1CN(S(=O)(=O)c2ccc(OC)cc2)c2cc(CC(=O)OC)ccc2O1 (stereo unspecified)
[34] CCOC(=O)N1CCN(C(=O)CN(C2CCCCC2)S(=O)(=O)c2ccc(Cl)cc2)CC1
[35] O=C(Nc1ccc(Cl)cc1)NC1CCCCC1
[36] O=C(c1ccc([N+](=O)[O-])o1)N1CCc2ccccc21
[37] CCC(CC)C(=O)NCCc1cc2c(OC)ccc(OC)c2[nH]c1=O
[38] O=C(c1ccsc1)N1CCCC(N2CCN(c3cccc(C(F)(F)F)c3)CC2)C1 (stereo unspecified)
[39] CN(c1ccccc1)S(=O)(=O)c1cc(C(=O)N2CCN(c3ccccn3)CC2)ccc1Cl
[40] Cc1ccnc(NC(=O)C2CC(=O)N(c3ccc4c(c3)OCCO4)C2)c1 (stereo unspecified)
Assay by compound	33	34	35	36	37	38	39	40
FBPA Giardia inh	3%	1%	1%	-1%	-6%	x	2%	x
Shiga toxin inh	-21	-18	100	38*	-4	2	-25	92*
CHX counter	-5	1	38*	14*	-2	22	-1	34*
Pf growth 48h	27%	x	48%[activator]	u	34%[activator]	0%	-20%	296%[activator]
Pf growth 96h	14%	u	374%[activator]	u	-4%	-9%	u	322%[activator]
Sm TGR block	20%	0%	5%	-7%	5%	-15%	6%	9%

From compound 38 to 40, as listed above:
[38] O=C(c1ccsc1)N1CCCC(N2CCN(c3cccc(C(F)(F)F)c3)CC2)C1 (stereo unspecified)
[39] CN(c1ccccc1)S(=O)(=O)c1cc(C(=O)N2CCN(c3ccccn3)CC2)ccc1Cl
[40] Cc1ccnc(NC(=O)C2CC(=O)N(c3ccc4c(c3)OCCO4)C2)c1 (stereo unspecified)
Assay by compound	38	39	40
FBPA Giardia inh	x	2%	x
Shiga toxin inh	2	-25	92*
CHX counter	22	-1	34*
Pf growth 48h	0%	-20%	296%[activator]
Pf growth 96h	-9%	u	322%[activator]
Sm TGR block	-15%	6%	9%

(further entries)
[41] Cc1cc(C(F)F)n2ncc(C(=O)NCc3ccccc3)c2n1
[42] CCOc1ccc(NC(=O)NC23CC4CC(CC(C4)C2)C3)cc1
[43] CC(C)NC(=O)c1onc(CSc2ccc(F)cc2)c1C(=O)O
[44] O=C1N/C(=N\N=C\c2cccs2)SC1Cc1cccc(Cl)c1Cl (stereo unspecified)
[45] CCc1nn2c(NCCOC)cc(C)nc2c1-c1ccc(F)cc1
[46] COc1cccc(CN2CCNC(=O)C2CC(=O)N(C)CCC2CCOCC2)c1OC (stereo unspecified)
[47] O=C(CSc1ccccn1)c1ccc2c(c1)OCO2
[48] O=C(C1CC1)N1CCc2cc(Br)cc(S(=O)(=O)NCC3COc4ccccc4O3)c21 (stereo unspecified)
Assay by compound	41	42	43	44	45	46	47	48
FBPA Giardia inh	11%	-4%	-13%	-1%	2%	x	-1%	-7%
Shiga toxin inh	-4	34	-11	11	16	12	39*	1
CHX counter	-2	15*	0	-6	7	-3	37*	-1
Pf growth 48h	-2%	-17%	31%[activator]	u	u	-12%	155%[activator]	u
Pf growth 96h	2%[5.75 µM]	9%	-7%	55%[activator]	32%[activator]	-12%	7%	-4%
Sm TGR block	-2%	-4%	-15%	-6%	-1%	25µM*	1%	11%

[49] O=C(NC1CCN(Cc2ccccc2)CC1)c1cccc(S(=O)(=O)Nc2ccc(Br)cc2)c1
[50] COCCNC(=O)C(c1ccc(F)cc1)N(C(=O)CCC(=O)Nc1ccccn1)C1CCCCC1 (stereo unspecified)
[51] O=C(Nc1ccc(Oc2ccc(NC(=O)C3CCCO3)cc2)cc1)C1CCCO1 (stereo unspecified)
[52] C1CCCN(CCCCN2CCCCCC2)CC1
[53] COc1ccc(/C=N\NC(=O)c2ccc(=O)[nH]n2)cc1O
[54] O=C1CCCN1CC(O)CS(=O)(=O)Cc1ccc(Cl)c(Cl)c1 (stereo unspecified)
[55] O=C(N/N=C1\NC(=O)C(CO)(CO)S1)c1ccccc1
[56] CC(OC(=O)C1=Cc2ccccc2OC1)C(=O)NC1CCCC1 (stereo unspecified)
Assay by compound	49	50	51	52	53	54	55	56
FBPA Giardia inh	x	13%	-6%	-8%	-9%	8%	u	1%
Shiga toxin inh	x	-6	11	-6	-3	-7	-3	14
CHX counter	x	-6	-1	3	1	-4	0	-1
Pf growth 48h	12µM*	-2%	u	u	2%	4%	-11%	14%
Pf growth 96h	u	-4%	-31%	445%[activator]	-4%	0%	20%	38%[activator]
Sm TGR block	-19%	7%	3%	0%	-12%	1%	1%	2%

[57] CCCc1cc(=O)oc2cc(C)cc(O)c12
[58] CCOC(=O)C1=C(COC(=O)C2CC(=O)N(c3ccc(CC)cc3)C2)NC(=O)NC1C (stereo unspecified)
[59] Cc1ccc(-n2nnnc2SCC(=O)N2CC(=O)Nc3ccccc32)cc1
[60] CC1CCCN(CCCNC(=O)C2CC(=O)N(CCc3ccccc3)C2)C1 (stereo unspecified)
[61] O=C(NC1CCCc2ccccc21)c1n[nH]c(=O)c2ccccc12 (stereo unspecified)
[62] COc1ccc(-n2c(-c3ccc(C)cc3)nc3ccccc3c2=O)cc1
[63] Cc1ccc(S(=O)(=O)c2cc3c(=O)n4ccccc4nc3n(C3CCCC3)c2=N)cc1
[64] O=C(Nc1nnc(C2CCCO2)s1)c1ccc(Br)cc1 (stereo unspecified)
Assay by compound	57	58	59	60	61	62	63	64
FBPA Giardia inh	2%	x	1%	8%	4%	-8%	4%	3%
Shiga toxin inh	10	x	-26	-13	-9	58*	-7	26
CHX counter	3	x	-4	6	-3	32*	-4	20*
Pf growth 48h	-6%	-19%	u	-7%	u	0%	5.2µM*	x
Pf growth 96h	u	-17%	x	15µM*	u	u	9%	127%[activator]
Sm TGR block	42%[activator]	-12%	45µM*	1%	9%	13%	-8%	-8%
